OX1R antag-1: OX1R (human) antagonism | inhibition, % at 6.6 µM | OX1R-expressing cells, FRET antagonist read-out | actives 1.8% (n = 330,000) | O43613 | AID 485270; in the data active = inhibition mostly above about 38%, no sharp cut-off; inactive = mostly below about 40%;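 also: 0% = agonist challenge alone and 100% = reference antagonist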
Target sequence (O43613 whole entry, looked up): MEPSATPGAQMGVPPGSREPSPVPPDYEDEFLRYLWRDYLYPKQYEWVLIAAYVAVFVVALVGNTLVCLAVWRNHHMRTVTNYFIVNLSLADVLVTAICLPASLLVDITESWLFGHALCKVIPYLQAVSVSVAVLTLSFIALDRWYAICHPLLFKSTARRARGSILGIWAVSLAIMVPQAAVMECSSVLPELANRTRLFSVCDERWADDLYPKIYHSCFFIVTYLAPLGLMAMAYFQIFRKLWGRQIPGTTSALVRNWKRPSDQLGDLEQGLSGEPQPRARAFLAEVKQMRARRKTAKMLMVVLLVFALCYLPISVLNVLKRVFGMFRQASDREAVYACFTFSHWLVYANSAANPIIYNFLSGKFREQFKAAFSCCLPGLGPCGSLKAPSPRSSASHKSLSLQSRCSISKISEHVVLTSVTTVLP
OX1R antag-2: blocks the human orexin 1 receptor | O43613 | CHO/OX1R cells, Fluo-8 calcium fluorescence, orexin A | inhibition, % at 5 µM | actives 0.43% (n = 330,000) | AID 434989;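 active = inhibition above its plate's threshold, mean inhibition of all tested compounds on the plate plus 3 SD, cut at about 37% in these data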;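 also: 0% = orexin A challenge wells and 100% = SB-334867-A antagonist wells; not every result past the cut was called active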
Starred values were filed as active, the others as inactive. Hits appear at their usual frequency, and some 2.1% of all compounds hit somewhere here.

SMILES	OX1R antag-1	OX1R antag-2
O=C(CSc1nc2ccccc2n1CC(=O)N1CCOCC1)N1CCCC1	5	-16
COc1ccc(NC(=O)CCCNC(=O)Cn2cnc3sc4c(c3c2=O)CCCC4)c(OC)c1	7	-24
COc1cc(NC(=O)CN2CCN(c3ccccn3)CC2)cc(OC)c1OC	10	-9
CC(C)(C)c1[nH]nc2c1C(c1cccnc1)C(C#N)=C(N)O2 (stereo unspecified)	16	0
CCCn1nc(C(=O)N2CCc3ccccc3C2)c2ccccc2c1=O	1	-31
O=C1NCCc2c1[nH]c1ccc([N+](=O)[O-])cc21	28	-2
Cc1cc(C)cc(NC(=O)CCCCCN2C(=O)[C@@H]3Cc4ccccc4CN3C2=O)c1	25	-46
Cc1cccc(Oc2cc(NC(=O)c3ccccc3)cc([N+](=O)[O-])c2)c1	34	22
CN(C)C(=O)CCc1nc(-c2ccc(C(C)(C)C)cc2)no1	8	-24
CCC(C)NC(=O)c1csc2c1CCCCC2 (stereo unspecified)	11	-14
COc1ccccc1N1CCN(CC(O)COc2c(OC)cccc2OC)CC1 (stereo unspecified)	14	-34
Cc1ccc(C(C)C)cc1OCC(=O)NNC(=O)Nc1ccccc1	5	-12
O=C1CC(N2CCN(Cc3ccccc3)CC2)C(=O)N1c1ccccc1 (stereo unspecified)	4	-12
O=C(NC1CCCc2ccccc21)C1CCN(S(=O)(=O)c2cccc3nonc23)CC1 (stereo unspecified)	20	-16
Cn1c(=O)c2c(nc(NCc3ccc4c(c3)OCO4)n2Cc2ccc(F)cc2)n(C)c1=O	13	-33
CCn1c(=O)cc(OCC(=O)Nc2ccc(OC)c(OC)c2)c2ccccc21	82*	-11
S=C(Nc1ccccc1Cl)Nc1ccc(Cl)cc1Cl	10	-16
O=C1/C(=N\S(=O)(=O)c2cccs2)C([n+]2cccc(Cc3ccccc3)c2)=C([O-])c2ccccc21	48*	33
CC(C)N(C(=O)c1ccc2nc(-c3ccccc3)c(-c3ccccc3)nc2c1)C(C)C	11	-37
COc1ccccc1/C=C1\CCC(C2CCCC2)C1=O (stereo unspecified)	8	-33
CSCCC(NC(=O)c1ccc(Cl)cc1Cl)C(=O)NNC(=O)c1csc(N2CCOCC2)n1 (stereo unspecified)	4	-13
CCn1c(CC(=O)Nc2ccccc2OC)nnc1SCC(=O)Nc1ccccc1F	10	-11
N#Cc1ccc(C(=O)CSc2n[nH]c(=O)n2Cc2ccco2)cc1	15	-12
CCC[N+]1(CC#CCC(c2ccccc2)c2ccccc2)CCCCC1	8	-27
COc1ccc2[nH]c(=O)c(CN(C(=O)C3CCCO3)c3ccc(C)cc3)cc2c1 (stereo unspecified)	18	-7

Ordered by length of the SMILES (smallest number first): some entries from above
SMILES	OX1R antag-1	OX1R antag-2
CCC(C)NC(=O)c1csc2c1CCCCC2 (stereo unspecified)	11	-14
S=C(Nc1ccccc1Cl)Nc1ccc(Cl)cc1Cl	10	-16
COc1ccccc1/C=C1\CCC(C2CCCC2)C1=O (stereo unspecified)	8	-33
O=C1NCCc2c1[nH]c1ccc([N+](=O)[O-])cc21	28	-2
Cc1ccc(C(C)C)cc1OCC(=O)NNC(=O)Nc1ccccc1	5	-12
CCCn1nc(C(=O)N2CCc3ccccc3C2)c2ccccc2c1=O	1	-31
COc1ccccc1N1CCN(CC(O)COc2c(OC)cccc2OC)CC1 (stereo unspecified)	14	-34
O=C1CC(N2CCN(Cc3ccccc3)CC2)C(=O)N1c1ccccc1 (stereo unspecified)	4	-12
COc1cc(NC(=O)CN2CCN(c3ccccn3)CC2)cc(OC)c1OC	10	-9
CCn1c(CC(=O)Nc2ccccc2OC)nnc1SCC(=O)Nc1ccccc1F	10	-11
CCn1c(=O)cc(OCC(=O)Nc2ccc(OC)c(OC)c2)c2ccccc21	82*	-11
Cc1cccc(Oc2cc(NC(=O)c3ccccc3)cc([N+](=O)[O-])c2)c1	34	22
O=C(NC1CCCc2ccccc21)C1CCN(S(=O)(=O)c2cccc3nonc23)CC1 (stereo unspecified)	20	-16
CC(C)N(C(=O)c1ccc2nc(-c3ccccc3)c(-c3ccccc3)nc2c1)C(C)C	11	-37
Cc1cc(C)cc(NC(=O)CCCCCN2C(=O)[C@@H]3Cc4ccccc4CN3C2=O)c1	25	-46
CSCCC(NC(=O)c1ccc(Cl)cc1Cl)C(=O)NNC(=O)c1csc(N2CCOCC2)n1 (stereo unspecified)	4	-13
O=C1/C(=N\S(=O)(=O)c2cccs2)C([n+]2cccc(Cc3ccccc3)c2)=C([O-])c2ccccc21	48*	33

Remaining list, next part.
SMILES	OX1R antag-1	OX1R antag-2
COc1ccccc1C(OC(=O)c1cccs1)C(=O)NCC1CCCO1 (stereo unspecified)	12	-18
COc1ccc(N2CC(C(=O)NCCS(=O)(=O)N3CCN(c4ccccc4)CC3)CC2=O)cc1 (stereo unspecified)	11	-20
CCc1nc(NCCO)c(C#N)c2c1CSC(C)(C)C2	24	-37
Cn1c(-c2cccs2)[n+](C)c2ccccc21	13	-3
O=C(COc1ccc2c3c(c(=O)oc2c1)CCC3)NC1CCCCC1	10	-8
C/C(=N\NC(=O)CCc1ccc(S(=O)(=O)N2CCOCC2)cc1)c1ccc(Br)cc1	8	-24
CCC(C)NC(=O)c1cn(-c2cccc(C)n2)cn1 (stereo unspecified)	12	-14
Cc1ccccc1NC(=O)C1CC(=O)n2ncnc2N1 (stereo unspecified)	0	0
Cc1ccc(OCc2nc(C#N)c(NCCCn3ccnc3)o2)cc1	12	-4
Cc1onc(-c2ccccc2Cl)c1C(=O)NNC(=O)c1cccc(F)c1	15	-9
N#C/C(=N\Nc1ccccc1F)c1nc(-c2ccccc2)cs1	3	-1
Cc1nnc(NC(=O)C2CCCN(S(=O)(=O)c3ccccc3C(F)(F)F)C2)s1 (stereo unspecified)	18	-7
CCOC(=O)c1sc(NC(=O)Cc2ccccc2OC)nc1C	11	-23
Cc1cccc(NC(=O)CN2C(=O)S/C(=C\c3ccccn3)C2=O)c1	17	-10
CCOc1ccccc1NC(=S)NCc1ccco1	-3	-14
CC(C)CNCC(=O)N1c2ccccc2Sc2ccccc21	14	-26
Cn1nccc1NC(=O)Nc1ccccc1	-4	0
CSc1ccccc1C(=O)C1CCCN(C(=O)CCc2cccnc2)C1 (stereo unspecified)	8	-26
CCOc1ccc(CC(=O)N/N=C/c2cccnc2)cc1OCC	9	-14
Cc1cccc(N2CCN(C(=O)C3CCN(c4ncnc5c4nc4n5CCCCC4)CC3)CC2)c1C	17	21
COc1ccc(/C=C2\C(=N)N3N=C(CC(=O)N4CCOCC4)SC3=NC2=O)cc1	28	-12
COCc1nnc(NC(=O)CCCCCN2C(=O)c3ccccc3C2=O)s1	33	-6
Nc1cc(=O)[nH]c2nnc(SCC(=O)Nc3cccc4ccccc34)n12	7	-16
Oc1ccc(-c2nc3ccc4ccccc4c3c3c2CCC3)cc1O	11	1
O=[N+]([O-])c1ccc(N2CCN(c3ccc(F)cc3)CC2)cc1	5	10

(listing goes on)
SMILES	OX1R antag-1	OX1R antag-2
Cn1c(/C(C#N)=C(\O)c2cccc(F)c2)nc2ccccc21	21	-4
COc1nc(SCC(=O)Nc2ccccc2Cl)nc(N(C)C)n1	15	-16
CCOc1ccc(OCC)c(NC(=O)C2CCCN(S(=O)(=O)c3cnc[nH]3)C2)c1 (stereo unspecified)	13	-18
CCN(CC)C(=O)c1cn(CC)c(=O)c2cc(OC)c(OC)cc12	7	-6
COc1ccc2nc(Nc3ccccc3)sc2c1	44	-21
COc1ccc(C(=O)C2CCCN(C(=O)CCNC(C)=O)C2)cc1OC (stereo unspecified)	13	-9
CN(C)c1cc(Nc2ccc(O)cc2)c([N+](=O)[O-])c2nonc12	43	-24
N#CCCN1CCN(S(=O)(=O)c2ccc(C3CCCCC3)cc2)CC1	5	3
CCOC(=O)C1=CN(CC)S(=O)(=O)NC1c1ccc(C(F)(F)F)cc1 (stereo unspecified)	8	-14
COC(=O)Cn1c(=NC(=O)c2cc(OC)cc(OC)c2)sc2cc(OC)ccc21	20	-15
COC(=O)c1[nH]c2ccccc2c1NC(=O)C(C)N1CC(C)OC(C)C1 (stereo unspecified)	4	-17
Cc1cn(S(=O)(=O)c2ccc(Br)c3ccccc23)cn1	-23	1
N/C(=N\c1nc2ccccc2o1)NC(=O)c1ccccc1NC(=O)c1ccccc1	19	-40
NNC(=O)CNC(c1ccccc1)c1cc(Br)ccc1NC(=O)c1ccc(Br)cc1 (stereo unspecified)	-3	-16
CC(C)(C)NC(=O)NC(=O)CSc1n[nH]c(-c2ccccc2Br)n1	31	-25
COc1cccc(N2CC(C(=O)Nc3c(C(N)=O)oc4ccccc34)CC2=O)c1 (stereo unspecified)	21	-14
COc1ccc(CN(CC(=O)NC2CCCCC2)C(=O)CCCC(=O)Nc2ccccn2)cc1	7	-39
Cc1ccc2nc(N3CCN(c4ccccc4)CC3)c(C=O)c(=O)n2c1	6	-7
Cc1ccc(SCCNC(=O)c2ccc([N+](=O)[O-])c(C)c2)cc1	18	-29
Cc1ccc(OCC(=O)NNC(=O)CCc2ccccc2)c(Br)c1	13	-6
OC(C#CCN1CCOCC1)c1cccs1 (stereo unspecified)	2	-11
Cc1ccc(OCC(=O)Nc2ccc(C)c(S(=O)(=O)N3CCCCC3)c2)c([N+](=O)[O-])n1	21	-15
CC(NS(=O)(=O)c1ccc(CCC(=O)N2CCN(C)CC2)cc1)c1ccccc1 (stereo unspecified)	7	-21
Cc1ccc(S(=O)(=O)N2CCN(C(=O)CC(C)n3nc(C)c(Cl)c3C)CC2)cc1 (stereo unspecified)	11	-14
COc1ccc(N2CCN(C(=O)c3ccc(Oc4ccc(C(F)(F)F)cn4)cc3)CC2)cc1	8	-10

Of the compounds above, these have two or more sulfur atoms:
SMILES	OX1R antag-1	OX1R antag-2
O=C1/C(=N\S(=O)(=O)c2cccs2)C([n+]2cccc(Cc3ccccc3)c2)=C([O-])c2ccccc21	48*	33
CSCCC(NC(=O)c1ccc(Cl)cc1Cl)C(=O)NNC(=O)c1csc(N2CCOCC2)n1 (stereo unspecified)	4	-13
Cc1nnc(NC(=O)C2CCCN(S(=O)(=O)c3ccccc3C(F)(F)F)C2)s1 (stereo unspecified)	18	-7

Other compounds follow:
SMILES	OX1R antag-1	OX1R antag-2
C[C@H](CO)N1C[C@H](C)[C@@H](CN(C)C(=O)NC2CCCCC2)Oc2ccc(NS(=O)(=O)c3cccs3)cc2C1=O	9	3
CCc1cc(=O)oc2c3c(cc(OCC(=O)NCCCCCC(=O)O)c12)OC(C)(C)CC3	10	-21
Cc1cccc(OCc2nnc(SCC(=O)c3cccs3)n2C)c1C	10	-17
CCC(C)(C)NC(=O)C(c1ccc(C)cc1)N(CC1CCCO1)C(=O)CNC(=O)c1cccs1 (stereo unspecified)	3	5
O=C(CSCc1ccc([N+](=O)[O-])cc1)NN=C1CCCCCC1	9	-1
Cc1ccccc1OCc1nc2c3cnn(C)c3ncn2n1	8	-9
Cc1ccc(C(=O)O)cc1NC(=S)NC(=O)c1ccc(-c2ccccc2)cc1	8	-15
COCCN(C(=O)COC(=O)c1cccs1)c1c(N)n(Cc2ccccc2)c(=O)[nH]c1=O	2	-11
C=C(C)Cn1c(SCC(=O)O)nnc1-c1ccc(OC)cc1	16	-1
Cc1c(C(=O)Nc2cccc3cccnc23)oc2ccccc12	8	0
O=C(CCC(=O)OCc1cccc([N+](=O)[O-])c1)Nc1ccc(F)cc1	18	-7
COc1ccc(CN2CCNC(=O)C2CC(=O)NCc2cn[nH]c2-c2ccccc2)c(F)c1 (stereo unspecified)	6	6
O=C1Nc2c(Br)cc(Br)c3cccc1c23	22	-21
O=C(CC(c1ccccc1)(c1ccccc1)c1ccccc1)N[C@@H](Cc1ccc(O)cc1)C(=O)O	50*	-2
COC(=O)c1cc2occc2n1Cc1nc(-c2ccccc2C)oc1C	15	-28
CCOC(=O)CSc1nnc(Cc2cc(=O)[nH]c(=O)[nH]2)n1-c1ccc(Cl)cc1	9	-4
CCCCOc1ccc(C(C)NC(=O)CCS(=O)(=O)Cc2ccccc2Cl)cc1 (stereo unspecified)	3	-2
Cc1snc(SCc2ccc(Cl)cc2)c1C#N	4	-30
O=C(CSc1ccc(-c2ccccc2)nn1)N1CCCCC1	9	-4
CCCCn1c(N)c(N(CCOC)C(=O)C2CCN(c3ncnc4sc(C)c(C)c34)CC2)c(=O)[nH]c1=O	12	-33
CSCCC(NC(=O)c1cccc(C)c1)C(=O)Nc1sccc1C(N)=O (stereo unspecified)	13	-10
Oc1ccccc1Oc1c(F)c(F)nc(N2CCCC2)c1F	14	-8
Cc1ccc(NC(=S)NC(NC(=O)c2ccco2)C(Cl)(Cl)Cl)cc1 (stereo unspecified)	17	-1
CCC(=O)Nc1cccc(C2=NOC3(C2)C[C@@H](C(N)=O)N(C(=O)c2ccccc2C(=O)c2ccccc2)C3)c1 (stereo partly specified)	4	0
Cc1ccc(/C=N/NC(=O)C(C)Oc2cccc3ccccc23)o1 (stereo unspecified)	19	-17

(next part)
SMILES	OX1R antag-1	OX1R antag-2
O=C(CCNC(=O)c1ccc(Br)o1)NCc1ccccc1Cl	13	-2
CN1CCN(c2ccc(S(=O)(=O)N3CCOCC3)cc2NC(=O)CC(C)(C)C)CC1	6	-19
O=S(=O)(NCc1ccc2c(c1)OCO2)c1cccc(S(=O)(=O)N2CCOCC2)c1	21	-16
COc1ccccc1NC(=O)CN1CCN(CC(=O)Nc2ccc(S(N)(=O)=O)cc2)CC1	3	-1
CCOC(=O)N1CCN(C(=O)CSc2nnc(-c3ccc(C)c(C)c3)o2)CC1	6	-13
Clc1ccc(CN2CCN(c3ncccn3)CC2)cc1	3	-19
COc1ccc(N2CCN(C(c3ccco3)c3sc4nc(C)nn4c3O)CC2)cc1 (stereo unspecified)	11	-6
c1cc(-c2noc(CC3CCCCC3)n2)ccn1	2	-7
CCN(CC)S(=O)(=O)c1c(OC)cc(C)c(Cl)c1C	26	-27
